# GLS inhibitor – qHTS for Inhibitors of Glutaminase (GLS); Glutaminase kidney isoform, mitochondrial (Homo sapiens), O94925; GLS enzymatic activity, qHTS titration; Potency, µM (doses to about 45.5 µM), for inactives: at the highest dose activity change, negative = inhibition, actives largely listed as inhibitors; 0.21% of 410,000 active; AID 624170, 2012; note: potency is the fitted concentration of half-maximal effect; % is set by controls: 0 for no effect and ±100 for the full control effect
#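 hKGA in 45 mM KH2PO4 pH 8.2, 0.02% Tween-20 with pin-transferred compounds; 1 mM L-glutamine (stock) plus glutamate oxidase/HRP/Amplex Red coupling added. Fluorescence read initially and after 30 min at RT.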
# PI4K2A inh – qHTS for small molecular inhibitors of PI4K2A; AID 1346378, 2018; activity change, negative = inhibition, % at 76.9 µM; purified PI4K2A, ADP-Glo luminescence, 1 h; active compounds read low; 0.13% of 420,000 active; in the data active = activity change below about -50%; inconclusive = mostly about -30% to -49%;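 note: -100% = wells without enzyme as full effect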
#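 Compounds are screened against recombinant PI4K2A using PI as substrate and ATP, the latter dispensed at 300 microM. Reactions run one hour at ambient temperature before ADP-Glo detection; full inhibition defined by wells lacking enzyme.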
# JMJD2A Tudor – qHTS Assay for Inhibitors of JMJD2A-Tudor Domain; Potency, µM (highest dose often 114 µM), inactives show at the highest dose activity change, negative = inhibition, usual class: inhibitors; AID 504339, 2011; Lysine-specific demethylase 4A (Homo sapiens), O75164; 4.4% of 390,000 active; AlphaScreen JMJD2A-Tudor / H3K4me3 peptide binding; note: potency is the fitted concentration of half-maximal effect; % is set by controls: 0 for no effect and ±100 for the full control effect; nearly all actives have a fitted effect of over 50% in size
# Target sequence (O75164 whole entry, looked up, the tested form may be a part): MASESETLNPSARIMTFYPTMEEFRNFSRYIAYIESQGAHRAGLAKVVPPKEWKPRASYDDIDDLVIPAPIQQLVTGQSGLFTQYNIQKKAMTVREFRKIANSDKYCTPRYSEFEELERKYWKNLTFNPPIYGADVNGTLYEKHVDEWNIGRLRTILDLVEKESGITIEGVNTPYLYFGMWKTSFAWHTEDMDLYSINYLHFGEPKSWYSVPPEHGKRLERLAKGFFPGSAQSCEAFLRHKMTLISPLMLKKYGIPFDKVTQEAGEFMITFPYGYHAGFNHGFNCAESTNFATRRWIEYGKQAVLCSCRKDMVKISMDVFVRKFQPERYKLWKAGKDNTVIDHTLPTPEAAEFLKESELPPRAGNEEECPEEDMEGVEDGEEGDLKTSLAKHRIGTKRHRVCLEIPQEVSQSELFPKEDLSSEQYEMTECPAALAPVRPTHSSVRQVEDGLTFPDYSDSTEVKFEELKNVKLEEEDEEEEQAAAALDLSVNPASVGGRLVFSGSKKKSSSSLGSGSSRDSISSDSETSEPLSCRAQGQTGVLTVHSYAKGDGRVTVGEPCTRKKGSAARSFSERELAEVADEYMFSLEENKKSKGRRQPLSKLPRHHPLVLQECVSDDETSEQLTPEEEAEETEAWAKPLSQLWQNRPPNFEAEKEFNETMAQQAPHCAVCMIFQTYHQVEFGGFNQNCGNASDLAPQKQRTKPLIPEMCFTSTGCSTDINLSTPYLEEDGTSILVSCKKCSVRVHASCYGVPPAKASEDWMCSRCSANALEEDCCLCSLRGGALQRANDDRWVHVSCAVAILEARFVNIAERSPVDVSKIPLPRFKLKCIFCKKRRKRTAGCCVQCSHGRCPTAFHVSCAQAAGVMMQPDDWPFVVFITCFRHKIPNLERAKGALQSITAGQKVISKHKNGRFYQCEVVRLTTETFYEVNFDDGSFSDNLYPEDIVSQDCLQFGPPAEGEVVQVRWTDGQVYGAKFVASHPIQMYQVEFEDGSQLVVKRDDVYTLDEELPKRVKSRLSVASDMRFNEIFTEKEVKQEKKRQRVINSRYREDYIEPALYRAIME
# G9a inh – qHTS Assay for Inhibitors of Histone Lysine Methyltransferase G9a; Histone-lysine N-methyltransferase EHMT2 (Homo sapiens), Q96KQ7; G9a H3K9 monomethylation, AlphaScreen, 2 h; Potency, µM (series often up to 102 µM), for the others: top-dose activity, negative = inhibition, hits mostly inhibitors; 8.8% of 350,000 active; AID 504332, 2011; note: potency is the fitted concentration of half-maximal effect; % is set by controls: 0 for no effect and ±100 for the full control effect; nearly all actives have a fitted effect of over 75% in size
#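 Step 1: enzyme (final 20 nM) with compound, 15 min RT. Step 2: substrate peptide 500 nM and SAM 20 uM, 2 h RT. Step 3: anti-H3K9me1 antibody and AlphaScreen beads, 10 min, then plate read.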
# PGK inhibitor – qHTS Assay to Find Inhibitors of Phosphoglycerate Kinase | PGK/GAPDH coupled, Kinase-Glo luminescence, 60 min | Potency, µM (top dose mostly 57.5 µM), for the others: at the top dose activity change, negative = inhibition, actives largely listed as inhibitors | 0.043% of 380,000 active | AID 602233, 2012; note: potency is the fitted concentration of half-maximal effect; % is set by controls: 0 for no effect and ±100 for the full control effect; nearly all actives have a fitted effect of over 60% in size
#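 Recombinant glycosomal PGK reaction used 1,3-bisphosphoglycerate generated in-well by GAPDH (100nM final) in 100mM TEA pH 7.6, 5mM MgCl2, 0.01% Tween-20. After 60 minutes at room temperature, ATP was read by Kinase-Glo Plus luminescence end-point.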
# Pin1 inh – qHTS Assay to Find Inhibitors of Pin1; Peptidyl-prolyl cis-trans isomerase NIMA-interacting 1 (Homo sapiens), Q13526; Pin1 FP peptide displacement, HiFluor488, 10 min; Potency, µM (series often up to 115 µM), inactives show at the top dose activity, negative = inhibition, most hits filed as inhibitors; 0.009% of 390,000 active; active = well fitted inhibition curve with a large enough effect in the polarisation, with a control signal flat, not every such curve was filed as active; inconclusive = small, poorly fitted or top-dose-only effect, or effect the other way, or a change in a side signal; inactive = no such curve, though single readings can be large or run the other way; the % refers to the polarisation; note: potency is the fitted concentration of half-maximal effect; % is set by controls: 0 for no effect and ±100 for the full control effect
# BAZ2B inh – qHTS Assay for Inhibitors of BAZ2B | AID 504333, 2011 | Bromodomain adjacent to zinc finger domain protein 2B (Homo sapiens), Q9UIF8 | 4.4% of 360,000 active | Potency, µM (doses to about 114 µM), without a hit: top-dose activity change, negative = inhibition, usual class: inhibitors | AlphaScreen BAZ2B-H3K14Ac peptide displacement; note: potency is the fitted concentration of half-maximal effect; % is set by controls: 0 for no effect and ±100 for the full control effect; nearly all actives have a fitted effect of over 60% in size
#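 Inhibition is scored as reduced AlphaScreen emission. The BAZ2B/b-H3(5-23)K14Ac complex (50 nM each) in PBS pH 7.4, 0.01% Tween-20 meets compound (up to 110 uM) for 30 min at RT before bead addition.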
# POLH inh – qHTS for Inhibitors of Polymerase Eta | recombinant Pol eta, fluorescent DNA replication assay | Potency, µM (top dose mostly 114 µM), for the others: top-dose activity change, negative = inhibition, usual class: inhibitors | 1.2% of 390,000 active; note: potency is the fitted concentration of half-maximal effect; % is set by controls: 0 for no effect and ±100 for the full control effect
#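 Fluorescent replication assay: 50 nM final substrate added after a 15 min room-temperature compound preincubation with 10 nM enzyme. Signal taken at 0 min and again at 10 min.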
# HP1b binding inh – HTS for Inhibitors of HP1-beta Chromodomain Interactions with Methylated Histone Tails; Chromobox protein homolog 1 (Homo sapiens), P83916; AlphaScreen HP1-beta / biotin-H3K9me3 peptide binding; Potency, µM (top dose mostly 114 µM), for the others: at the highest dose activity change, negative = inhibition, usual class: inhibitors; 0.56% of 390,000 active; AID 540317, 2011; note: potency is the fitted concentration of half-maximal effect; nearly all actives have a fitted effect of over 70% in size; inactives centre near 23
#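 AlphaScreen: HP1-beta (50 nM) preformed 30 min with biotin-H3(1-18)K9me3 peptide (50 nM) in PBS pH 7.4, 0.01% Tween-20. Compound added for 30 min at RT, then streptavidin donor/nickel chelate acceptor beads (10 ug/mL) for 30 min.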
# * marks the source's active call; other numbers are inactive results; i = inactive; ? = inconclusive; nt = not tested or not shown; [ ] = another dose, or the depositor's remark. Unless noted, calls come from the whole dose curve; as a rule, active = well fitted curve in the direction sought with a large enough effect; inconclusive = small, poorly fitted or top-dose-only effect, or another doubt; inactive = no such curve, though single readings can be large; an effect the other way counts as inactive or inconclusive. Some of the compounds tested, so the mix of outcomes need not match the whole.
SMILES,GLS inhibitor,PI4K2A inh,JMJD2A Tudor,G9a inh,PGK inhibitor,Pin1 inh,BAZ2B inh,POLH inh,HP1b binding inh
Cc1ccc2nc(N3C(=O)C(O)=C(C(=O)c4ccco4)C3c3cccs3)sc2c1 (stereo not given),?,0.4,17.8µM*,25.1µM*,nt,?,44.7µM*,-12.1%,-21.4%
c1ccc(N2CC3CCc4ccccc4C3=N2)cc1 (stereo not given),2.2%,2.5,162.8%[activator],nt,-0.8%,4.0%,203.9%[activator],-6.6%,299.4%[activator]
CCOC(=O)C1=C(CC)OC(N)=C(C#N)C1c1cc(OC)ccc1OC (stereo not given),0.6%,6.7,-16.2%,-7.5%[59 µM],-4.6%,-5.4%,-20.8%,-12.1%,22.9%
Cc1ccc(NC(=O)c2nc(S(C)(=O)=O)ncc2N(Cc2ccccc2)Cc2ccco2)c(C)c1,-0.6%,-3.0,-6.6%,-0.7%[59 µM],8.8%,-3.1%,-1.8%,-12.6%,37.0%
CN1CCN(NC(=O)Nc2cc(Cl)cc(Cl)c2)CC1,-8.5%,5.0,-5.7%,18.3%,-7.1%,-6.1%,-1.9%,-5.3%,21.7%
O=C(Cn1cc(Cl)ccc1=O)c1ccc(Cl)cc1,7.4%,5.5,-0.7%,-9.1%[59 µM],2.3%,-8.9%,6.1%,6.1%,35.8%
Cc1ccc([N+](=O)[O-])cc1NC(=O)Nc1onc(C)c1C,4.5%,-2.3,-8.5%,-2.4%,-4.4%,8.4%,-13.8%,4.4%,17.5%
CCOC(=O)CC(NS(=O)(=O)Cc1ccccc1)c1ccc(C)cc1 (stereo not given),1.8%,0.3,-8.9%,-0.1%[59 µM],-0.9%,0.8%,1.3%,-9.7%,14.5%
CC(C)(CN1CCCN(CC(C)(C)C(=O)O)C1=O)C(=O)O,1.1%,-0.1,nt,nt,-1.9%,nt,nt,-9.8%,nt
COc1ccc(-c2cc(C(F)F)n3ncc(C(=O)n4ccnc4C)c3n2)cc1,-2.1%,-6.5,-2.4%,13.8%[59 µM],-11.9%,7.9%,10.1%,-18.0%,53.9%[activator]
CCc1ccc(-n2nc(C)c3c(C)cc(=O)n(CC(=O)Nc4cc(Cl)ccc4OC)c32)cc1,-15.1%,4.4,-25.0%,1.4%[59 µM],i,-14.5%,-3.8%,-1.0%,-12.3%
CCC(C)NC(=O)CN(c1ccc(Cl)c(Cl)c1)S(C)(=O)=O (stereo not given),2.1%,-1.2,-5.6%,-6.2%,i,-11.4%,-1.4%,-9.4%,0.5%
CC1CCN(c2oc(-c3ccccc3F)nc2C#N)CC1,-0.3%,0.4,?,7.94µM*,-9.9%,2.1%,14.1µM*,-19.3%,?
Cc1ccc(S(=O)(=O)c2nc(-c3ccccc3Cl)oc2N2CCN(C)CC2)cc1,4.9%,2.0,50.1µM*,nt,2.9%,-1.3%,nt,-9.1%,?
CC(=O)Nc1ccc(NC(=O)CSc2nc3ccccc3o2)cc1,14.3%,-4.2,-11.0%,11.2%[59 µM],-6.9%,-1.2%,3.5%,-15.2%,8.0%
Cc1ccc(C(=O)NCC(=O)OCC(=O)NC2CCCC(C)C2C)s1 (stereo not given),17.5%,0.5,-21.6%,?,-3.1%,-1.5%,?,-18.9%,7.0%
COc1ccc(-c2nc(CN3CCC(C(=O)NCc4ccccc4)CC3)c(C)o2)cc1OC,-2.4%,1.0,-5.7%,3.5%[59 µM],11.6%,4.6%,-9.6%,-14.7%,39.0%[activator]
NS(=O)(=O)c1cccc(NC(=O)CSc2ncnc3ccccc23)c1,-2.0%,2.0,-10.9%,15.5%[59 µM],-3.1%,?,-1.6%,2.5%,24.9%
Cc1ccccc1OCC(=O)N(Cc1cccs1)C1CCS(=O)(=O)C1 (stereo not given),-3.6%,1.2,-8.1%,-17.7%[59 µM],1.3%,-9.3%,-0.3%,-0.1%,15.6%
Cc1cc(Cl)c(S(=O)(=O)N2CCN(c3ccccn3)CC2)cc1OCC(N)=O,0.1%,-9.2,-10.3%,nt,-7.6%,2.9%,-5.2%,-19.2%,29.2%
COc1ccc(C)cc1NC(=S)Nc1ccccc1SC,9.9%,-2.1,-11.0%,-22.9%,-15.8%,-5.2%,-10.1%,-4.6%,25.7%
CCCCC1(CC(=O)OC)C(=O)N(c2ccccc2)N(c2ccccc2)C1=O,-4.4%,-2.0,1.0%,15.9%[59 µM],-5.2%,1.8%,-5.9%,-19.5%,14.0%
CCc1ccc(C2=CC(c3cc(Br)ccc3F)n3ncnc3N2)cc1 (stereo not given),5.6%,1.6,-14.1%,?,-6.5%,4.5%,-4.1%,-5.2%,57.7%[activator]
CN(C)S(=O)(=O)c1cccc(C(=O)OCC(=O)Nc2sccc2C#N)c1,6.1%,-4.2,-6.0%,-33.9%[59 µM],i,?,-35.3%,?,8.1%
CCCC(=O)Nc1cc(C(=O)NCc2ccccc2)ccc1S(=O)(=O)c1ccc(Cl)cc1,2.3%,1.5,-4.8%,-1.9%[59 µM],-4.8%,8.1%,3.1%,-11.4%,34.8%

# Single records, as listed above. Order of values: GLS inhibitor | PI4K2A inh | JMJD2A Tudor | G9a inh | PGK inhibitor | Pin1 inh | BAZ2B inh | POLH inh | HP1b binding inh
# COc1ccc(-c2cc(C(F)F)n3ncc(C(=O)n4ccnc4C)c3n2)cc1 as listed: -2.1% | -6.5 | -2.4% | 13.8%[59 µM] | -11.9% | 7.9% | 10.1% | -18.0% | 53.9%[activator]
# CN1CCN(NC(=O)Nc2cc(Cl)cc(Cl)c2)CC1 as listed: -8.5% | 5.0 | -5.7% | 18.3% | -7.1% | -6.1% | -1.9% | -5.3% | 21.7%
# COc1ccc(C)cc1NC(=S)Nc1ccccc1SC as listed: 9.9% | -2.1 | -11.0% | -22.9% | -15.8% | -5.2% | -10.1% | -4.6% | 25.7%

# Other entries.
SMILES,GLS inhibitor,PI4K2A inh,JMJD2A Tudor,G9a inh,PGK inhibitor,Pin1 inh,BAZ2B inh,POLH inh,HP1b binding inh
COc1ccc(CCn2c(-c3ccco3)nc3ccccc3c2=O)cc1OC,4.4%,2.3,-21.9%,9.7%[12.7 µM],0.0%,11.9%,-28.5%,-10.2%,10.3%
CCOC(=O)CSc1nnc(-c2ccc(OC)cc2OC)o1,-0.5%,-2.7,-6.4%,-4.0%[12.7 µM],-1.1%,-6.9%,-6.5%,-0.7%,5.0%
O=C1CC2(CCN(C(=O)c3ccccc3Br)CC2)Oc2ccccc21,12.6%,0.5,-23.4%,2.4%[0.501 µM],-1.7%,-1.2%,-5.7%,-5.7%,-1.7%
Cc1cnc(C(=O)OCC(=O)c2cc(C)n(C)c2C)cn1,2.2%,0.6,-23.5%,?,-4.0%,-8.0%,nt,-2.6%,44.7%[activator]
COC(CNC(=O)C(=O)NCC1OCCN1C(=O)c1ccc(Cl)cc1)OC (stereo not given),2.4%,-1.6,-19.0%,-7.3%,-4.0%,-0.2%,0.0%,-23.2%,22.7%
CCOc1ccc(CN(C(=O)c2nc(SC)ncc2Cl)C2CCS(=O)(=O)C2)cc1 (stereo not given),2.2%,-1.5,-8.0%,-29.3%[59 µM],-2.8%,-13.4%,-13.5%,-11.3%,31.6%
CCC1CCCCN1C(=O)CSc1nc2ccsc2c(=O)n1Cc1ccccc1 (stereo not given),0.1%,2.6,16.7%,-1.9%,1.5%,?,-2.8%,-18.0%,21.5%
CN(C)CCCNc1ccc(-c2n[nH]c(=O)c3ccccc23)cc1[N+](=O)[O-],-8.2%,4.7,-26.9%,?,-2.3%,3.8%,-37.9%,-20.3%,10.5%
O=[N+]([O-])c1nn(-c2ccc3c(c2)OCCO3)n(O)c1=NCCCO,-4.8%,-3.7,-19.3%,-7.4%[59 µM],-4.8%,0.9%,-19.1%,-10.0%,57.5%[activator]
COc1ccc(S(=O)(=O)NCC(c2ccc(N(C)C)cc2)N2CCOCC2)cc1 (stereo not given),25.2%,1.4,-22.8%,-25.4%[12.7 µM],-8.0%,-8.4%,-31.1%,11.4%,11.2%
COC(=O)Cc1ccc(NC(=S)N2CCC(Cc3ccccc3)CC2)cc1,-10.8%,-7.7,-5.4%[57.1 µM],2.0%,-1.7%,-2.7%,-38.2%,-21.5%,15.9%
CCOC(=O)Cc1csc(NC(=O)CSC2=NCCS2)n1,-9.6%,5.7,5.4%,94.1%[activator],-2.2%,3.6%,5.5%,-4.8%,38.5%[activator]
COCCSc1ccccc1C(=O)Nc1nncs1,0.2%,4.3,-3.7%,25.1µM*,i,-2.4%,-18.9%,-12.2%,43.0%
CSc1ccc(Cl)c(C(=O)N2CCN(c3ncccn3)CC2)c1,8.7%,-0.9,-12.8%,13.4%[12.7 µM],2.8%,1.0%,5.0%,-0.4%,28.5%
Cc1ccc(/C=N/n2c(C)cc(C)c(C#N)c2=O)cc1,0.7%,2.8,-3.7%,24.4%[59 µM],i,1.2%,-5.1%,-3.7%,51.0%
CCCOc1ccc(CSc2ncn[nH]2)cc1,?,-5.1,3.16µM*,12.6µM*,i,5.2%,1.2%,-10.0%,?
COc1ccc(-c2c(C)nn3c(N4CCC(C(=O)NCCC(C)C)CC4)cc(C)nc23)cc1OC,2.8%,-0.4,0.3%,5.7%[59 µM],1.0%,2.6%,-14.0%,-20.4%,23.1%

# Assay outcomes (PubChem)
